Pf growth 48h – P. falciparum growth inhibition at 48 hours (one generation) | P. falciparum luciferase growth in erythrocytes, 48 h | Potency, µM (top dose mostly 28.7 µM), inactives show at the top dose activity change, negative = inhibition, hits mostly inhibitors | 310,000 compounds, 5.9% hits; also: potency is read from the fitted curve at half-maximal effect; % is scaled to controls: 0 for no effect and ±100 for the full control effect
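Cell-based growth assay: transgenic P. falciparum expressing firefly luciferase, cultured in red cells within RPMI 1640 containing 0.5% w/v Albumax, 24 mM bicarbonate and gentamycin. A drop in luciferase activity indicates inhibition.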
Pf growth 96h – inhibits malaria parasite growth, 96 h | P. falciparum luciferase reporter growth, 96 h | 320,000 compounds, 6.9% hits | Potency, µM (top dose mostly 28.7 µM), for inactives: at the top dose activity change, negative = inhibition, usual class: inhibitors; also: potency is read from the fitted curve at half-maximal effect; % is scaled to controls: 0 for no effect and ±100 for the full control effect
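Two parasite generations (96 h, 37 C, 5% CO2) of compound exposure in infected erythrocytes (0.05% parasitemia, 2% hematocrit). Luciferase-reporter P. falciparum; decreased luminescence indicates inhibited growth, aimed at apicoplast-acting delayed death.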
Shiga inhibitor – Shiga toxin inhibition; Vero cells, Shiga toxin protein synthesis inhibition reporter; inhibition, % at 38.7 µM; 290,000 compounds, 9.2% hits; in the data active = inhibition mostly above about 28%, no sharp cut-off; inactive = mostly below about 43%; also: 0% is about no effect
Sm TGR block – S. mansoni TGR enzyme inhibition. Q962Y6. purified TGR, DTNB reduction, TNB absorbance 405 nm. Potency, µM (doses to about 114 µM), without a hit: at the highest dose activity change, negative = inhibition, most hits filed as inhibitors. 360,000 compounds, 3% hits. AID 485364; also: potency is read from the fitted curve at half-maximal effect; % is scaled to controls: 0 for no effect and ±100 for the full control effect; nearly all actives have a fitted effect of over 60% in size
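First, TGR (20 nM dispensed) and NADPH were mixed with compound. Second, a 15 min room-temperature incubation followed. Third, further NADPH and then DTNB were added to start the reaction. Finally, TNB absorbance was monitored kinetically.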
Cycloheximide cs – counter-screen hit for Shiga toxin inhibitors, cycloheximide | max response, % | 300,000 compounds, 12% hits | AID 2314 | cell reporter, cycloheximide protein synthesis inhibition counterscreen; in the data active = max response mostly above about 13%, no sharp cut-off; inactive = mostly below about 14%; also: read at 38.3 µM for the half of the compounds with a filed dose; 0% is about no effect
Giardia FBPA inh – inhibitors of Giardia lamblia fructose-1,6-bisphosphate aldolase; AID 2451; Potency, µM (titrated, usually from 59.6 µM), without a hit: at the top dose activity, negative = inhibition, actives largely listed as inhibitors; purified Giardia FBPA; 290,000 compounds, 0.71% hits; A8B2U2; also: potency is read from the fitted curve at half-maximal effect; % is scaled to controls: 0 for no effect and ±100 for the full control effect; nearly all actives have a fitted effect of over 55% in size
Target sequence (A8B2U2 whole entry, looked up): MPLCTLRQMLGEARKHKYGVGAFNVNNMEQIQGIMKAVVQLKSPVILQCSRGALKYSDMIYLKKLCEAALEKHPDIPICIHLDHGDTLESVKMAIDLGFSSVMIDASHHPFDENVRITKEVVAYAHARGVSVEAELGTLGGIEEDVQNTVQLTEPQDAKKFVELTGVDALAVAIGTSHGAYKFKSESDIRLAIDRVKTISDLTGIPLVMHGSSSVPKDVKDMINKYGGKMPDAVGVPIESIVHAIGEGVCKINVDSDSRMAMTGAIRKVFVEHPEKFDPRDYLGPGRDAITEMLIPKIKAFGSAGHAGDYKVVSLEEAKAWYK
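40 nM FBPA preincubated 10 min at RT with compound (up to 57.5 uM final), then substrate plus GAPDH/TPI/NAD/arsenate coupling and diaphorase/resazurin added. Fluorescence read after 20 min at RT, 525/598 nm.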
Starred values were filed as active, the others as inactive; ? = inconclusive; / = no result given; [ ] = remark or other dose. Unless noted, calls follow the shape of the dose curve; as a rule, active = well fitted curve in the direction sought with a large enough effect; inconclusive = small, poorly fitted or top-dose-only effect, or another doubt; inactive = no such curve, though single readings can be large; an effect the other way counts as inactive or inconclusive.

#1 O=C(O)c1ccccc1C(=O)NCC(O)c1ccccc1 (configuration not stated)
#2 COc1ccc(-c2cc(-c3ccco3)[nH]c(=O)c2C#N)cc1OC
#3 CCc1nnc(NC(=O)CSc2nnc(-c3cc4ccccc4cc3O)n2CCOC)s1
#4 CC(Cc1ccccc1)NC(N)=O (configuration not stated)
#5 O=C(N1CCOCC1)N1CCc2ccccc21
#6 COc1ccc(C2C(C#N)=C(N)Oc3c2ccc2cccnc32)cc1OC (configuration not stated)
#7 Cc1oc(-c2ccccc2Cl)nc1CS(=O)CC(=O)NCc1cccs1 (configuration not stated)
#8 COC(=O)c1cccc(NS(=O)(=O)c2ccc(NC(C)=O)cc2)c1C
Compound	1	2	3	4	5	6	7	8
Pf growth 48h	-4%	-1%	-5%	37%[activator]	64%[activator]	?	/	-2%
Cycloheximide cs	11	0	1	2	-2	-5	1	-4
Sm TGR block	8%	4µM*	0%	1%	-3%	/	-22%	0%
Giardia FBPA inh	1%	16µM*	0%	2%	-4%	-4%	2%	5%
Shiga inhibitor	22	-14	-4	-7	-15	-8	-2	-17
Pf growth 96h	6%	1%	?	66%[activator]	12µM*	?	-17%	-12%

#9 O=C(Cc1ccccc1F)OCC(=O)N1CCN(C(=O)c2ccco2)CC1
#10 CC(C)(C)C(=O)N1NC(=Nc2ccccc2)SC1(C)C
#11 COc1ccc(NC(=O)CSc2nnc(-c3ccccn3)n2N)cc1
#12 Cc1ccc(C)c2[nH]c(=O)c(CN(Cc3cccs3)C(=S)NCc3ccco3)cc12
#13 COC(=O)C1=C(c2ccc(F)cc2OCc2ccccc2)C[C@@H]2CC[C@H]1N2C(=O)NC1CCN(Cc2ccccc2)CC1
#14 O=C(Nc1cccnc1)c1ccc2snnc2c1
#15 O=S(=O)(c1cc(-c2nnc(-c3ccc(Br)cc3)o2)ccc1Br)N1CCCCCC1
#16 O=C1C=C(c2cccc(CO)c2)C[C@@H](c2ccc(F)cc2)C1
Compound	9	10	11	12	13	14	15	16
Pf growth 48h	29%	?	8%	10µM*	13µM*	36%[activator]	?	2.3µM*
Cycloheximide cs	1	-2	-2	1	/	21	-2	/
Sm TGR block	-21%	17%	1%	-20%	4%	-21%	-16%	-3%
Giardia FBPA inh	7%	2%	10%	0%	/	/	4%	/
Shiga inhibitor	-5	11	-15	-4	/	-1	9	/
Pf growth 96h	-3%	?	-16%	28%	?	15%	?	2.1µM*

#17 CN(C(=O)CSc1nc(C2CC2)n(-c2ccccc2)n1)C1CCS(=O)(=O)C1 (configuration not stated)
#18 O=S(=O)(Cc1ccccc1)Nc1ccccc1Br
#19 O=C(CCNS(=O)(=O)c1ccc(Br)cc1)N1CCN(c2ccccc2O)CC1
#20 COc1ccc(C(=O)n2nc(-c3ccc(OC)cc3)nc2N)cc1
#21 CCC(=O)Nc1nc(C)c(C(=O)N2CCCCC2)s1
#22 COC(=O)c1cc(C(C)=O)c(C)[nH]c1=O
#23 CC(C)=CCC(C)(C)CNC(=O)NC1CCCCC1
#24 CC(C)CNC(=O)CC(c1ccccc1)c1c(O)ccc2ccccc12 (configuration not stated)
Compound	17	18	19	20	21	22	23	24
Pf growth 48h	30%	-9%	10µM*	19%	-5%	-3%	?	?
Cycloheximide cs	/	-1	/	9	-2	-5	14	-4
Sm TGR block	1%	0%	-12%	6%	3%	/	-17%	-1%
Giardia FBPA inh	/	-8%	/	3%	3%	-4%	2%	-2%
Shiga inhibitor	/	26	/	9	12	-10	15	-11
Pf growth 96h	31%[activator]	-9%	?	33%[activator]	-15%[5.75 µM]	5.2µM*	?	/

#25 COCCOC1CCN(C(=O)c2cc(COc3ccc(-n4cncn4)cc3)on2)CC1
#26 Nn1c(SCC(=O)N2CCc3ccccc3C2)nnc1-c1cccs1
#27 CCCc1nc(N)c(C#N)c(N)c1C#N
#28 Cc1ccc(C)c(OCC(=O)Nc2nonc2NC(=O)COc2cc(C)ccc2C)c1
#29 CC(=O)Nc1ccc2nc(NC(=O)c3cccs3)sc2c1
#30 COCCNC(=O)CNC(=S)N(CCCN1CCOCC1)Cc1cccs1
#31 COc1cc(OC)cc(-c2c(-c3ccc(F)cc3)c3cc(-c4cccc5[nH]ccc45)ccc3n2C)c1
#32 C=CCn1c(=O)c2ccc(C(=O)NCc3ccccc3)cc2n(Cc2ccc(Cl)cc2)c1=O
Compound	25	26	27	28	29	30	31	32
Pf growth 48h	14%	24%	-10%	?	132%[activator]	9%	?	-6%
Cycloheximide cs	0	8	-3	-1	43*	-1	/	-3
Sm TGR block	?	?	-31%	7%	6%	16%	0%	4%
Giardia FBPA inh	/	1%	-1%	8%	0%	3%	/	5%
Shiga inhibitor	-31	-5	-8	-13	78*	-13	/	-21
Pf growth 96h	-2%	0%	8%	3%	226%[activator]	0%	?	10%

#33 CS(=O)(=O)c1nncn1-c1ccccc1
#34 CN(CC(=O)Nc1cccc2ccccc12)C(=O)c1ccc(F)cc1F
#35 COc1cccc(C(=O)NCC(=O)N2CCC3(CC2)NCCc2[nH]cnc23)c1
#36 Cc1cc(C)c(S(=O)(=O)Nc2nnc(C(C)C)s2)c(C)c1
#37 COc1ccc(OC)c(CNC(=O)C2CCCN(c3ncnc4c3nc3n4CCCCC3)C2)c1 (configuration not stated)
#38 Cc1ccc(N2CN=c3s/c(=C\c4ccccn4)c(=O)n3C2)cc1
#39 Cc1n[nH]c(C)c1S(=O)(=O)N1CCc2ccccc2C1
#40 CCOc1ccc(N(CC(=O)N2CCC(Cc3ccccc3)CC2)S(C)(=O)=O)cc1
Compound	33	34	35	36	37	38	39	40
Pf growth 48h	0%	-18%	21%	1%	?	21%	-19%	55%[activator]
Cycloheximide cs	1	/	-1	0	-2	-1	-6	5
Sm TGR block	-16%	3%	2%	2%	-5%	-6%	-2%	7%
Giardia FBPA inh	-5%	/	/	?	-1%	-1%	/	-4%
Shiga inhibitor	-6	/	-4	-2	16	40	5	-8
Pf growth 96h	6%	-12%	42%[activator]	?	?	?	10µM*	-18%

#41 O=C(C[n+]1cc(-c2ccc(Cl)c(Cl)c2)n2c1CCC2)OCc1ccccc1
#42 CCN(c1ccccc1)S(=O)(=O)c1ccc(C(=O)Nc2nccs2)cc1
#43 CC(=O)Nc1ccc(S(=O)(=O)N2CCN(S(=O)(=O)c3ccc(F)c(F)c3F)CC2)cc1
#44 O=C(CN1CCOCC1)Nc1ccccc1Cl
#45 c1cnc2ccc(C(c3nnnn3C3CCCCC3)N3CCN4CCCC4C3)cc2c1 (configuration not stated)
#46 COc1ccc(Nc2nc(C(=O)N3CCc4cc(OC)c(OC)cc4C3)cs2)cc1
#47 COc1cc(C(=O)OCC(=O)N(C)C)cc(NC(=O)c2ccco2)c1OC
#48 O=C(CCCCCN1C(=O)c2ccccc2C1=O)Nc1ccc(F)cc1
Compound	41	42	43	44	45	46	47	48
Pf growth 48h	0%	/	-4%	/	?	18%	2%	-23%
Cycloheximide cs	1	-2	10	8	-1	7	7	2
Sm TGR block	0%	5%	3%	0%	-17%	25%	7%	7%
Giardia FBPA inh	3%	0%	11%	2%	0%	-2%	0%	-6%
Shiga inhibitor	-11	-7	10	14	-9	25	-19	-3
Pf growth 96h	11%	?	3%	20%	/	?	3%	27%

#49 O=C(NCCc1ccccc1)C1CCCN(c2nc3ccccc3s2)C1 (configuration not stated)
#50 O=C(O)c1ccc(NS(=O)(=O)c2ccc3c(c2)OCCCO3)cc1
#51 CCn1c(/C=C/c2c(C)[nH]c3ccccc23)nc2ccccc2c1=O
#52 CCc1cc(C(N)=S)ccn1
#53 Cc1ccc(C)c(N2CCN(C(=O)c3ccc(N4CCOCC4)c([N+](=O)[O-])c3)CC2)c1
#54 CN(CC(=O)Nc1ccccc1Br)C(=O)c1ccccc1Cc1ccccc1
#55 O=C(CN1CCN(S(=O)(=O)c2ccc(Cl)c(Cl)c2)CC1)N1CCCC1
#56 CN1CCc2c(sc(NC(=O)C3COc4ccccc4O3)c2C(N)=O)C1 (configuration not stated)
Compound	49	50	51	52	53	54	55	56
Pf growth 48h	3%	-19%	1%	-6%	?	?	-22%	109%[activator]
Cycloheximide cs	-3	-4	7	-9	-7	/	/	22*
Sm TGR block	1%	13%	1%	5%	12%	-4%	-27%	-18%
Giardia FBPA inh	12%	24%	9%	5%	-8%	/	/	-17%
Shiga inhibitor	-8	9	10	-8	16	/	/	32
Pf growth 96h	36%[activator]	-16%	30%	-24%	3%	-26%	?	72%[activator]

#57 O=C(c1cnc2n(c1=O)CCS2)N1CCCc2ccccc21
#58 CCC(C)NC(=O)Nc1ccc(C)cc1C (configuration not stated)
#59 Cc1ccccc1OC(C)C(=O)NCCCN1CCOCC1 (configuration not stated)
#60 O=C(NCCSc1c(-c2ccccc2)[nH]c2ccccc12)c1cc2ccccc2oc1=O
#61 Cc1ccc(NS(=O)(=O)c2ccc(C(=O)NCCCN3CCCC3=O)cc2)cc1C
#62 O=C(NC(Nc1cc(C(F)(F)F)ccc1Cl)C(=O)c1ccccc1)c1ccccc1 (configuration not stated)
Compound	57	58	59	60	61	62
Pf growth 48h	-1%	0%	3%	-16%	40%[activator]	?
Cycloheximide cs	-2	6	-4	-4	/	10
Sm TGR block	1%	/	3%	0%	2%	-14%
Giardia FBPA inh	0%	8%	/	-1%	/	-3%
Shiga inhibitor	-2	-2	-7	-5	/	13
Pf growth 96h	-55%	4%	?	-28%	0%	0%

Assay outcomes (PubChem)
